# Screening data from PubChem.
# STK33 kinase inh: blocks human STK33 kinase activity. purified STK33, MBP phosphorylation, ADP-Glo luminescence. inhibition, % at 10 µM. 320,000 compounds, 0.073% hits;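 active = inhibition at or above 25%, using the most active replicate where run in duplicate; inactive = inhibition below 25%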
# Target sequence (Q9BYT3 whole entry, looked up): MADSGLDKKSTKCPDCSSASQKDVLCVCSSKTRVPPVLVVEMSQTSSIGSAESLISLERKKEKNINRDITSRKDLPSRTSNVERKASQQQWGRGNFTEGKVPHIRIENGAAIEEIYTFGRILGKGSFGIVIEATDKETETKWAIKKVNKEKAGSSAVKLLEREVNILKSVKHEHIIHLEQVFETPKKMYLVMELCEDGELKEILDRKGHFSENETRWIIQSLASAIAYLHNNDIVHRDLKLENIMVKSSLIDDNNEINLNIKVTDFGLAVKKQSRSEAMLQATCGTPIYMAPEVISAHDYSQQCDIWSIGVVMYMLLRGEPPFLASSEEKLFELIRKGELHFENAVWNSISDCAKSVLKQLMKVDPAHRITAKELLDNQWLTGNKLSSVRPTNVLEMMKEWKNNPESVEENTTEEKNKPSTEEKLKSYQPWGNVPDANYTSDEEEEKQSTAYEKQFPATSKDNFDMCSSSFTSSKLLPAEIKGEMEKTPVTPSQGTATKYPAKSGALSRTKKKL
# The depositor's hits bear a star. This is a subset; count on the stated rates, not on these rows.
SMILES,STK33 kinase inh
O=C1CN(S(=O)(=O)c2cc(C(F)(F)F)ccc2Cl)CCN1,-1.5
O=C(COC(=O)CCNS(=O)(=O)c1ccccc1)NC1CC1,3.5
COc1ccc2c(C(=O)NCCCCO)c(-c3ccc(S(C)(=O)=O)cc3)sc2c1,-1.4
C[C@@]12C(=O)Nc3cc(Cl)ccc3C(=O)N1[C@H]1c3cc(Br)ccc3OC[C@@H]1[C@@H]2c1ccccc1,0.2
C=CCn1c(SCC(=O)Nc2sc3c(c2C#N)CCC(C)C3)nc2cc(C(=O)O)ccc2c1=O (configuration not stated),-0.2
CN1CCC(N(C)C(=O)c2cc(S(=O)(=O)N(C)c3ccccc3)ccc2Cl)CC1,-1.5
Cc1noc(C)c1NC(=O)N(C)C[C@@H]1Oc2ccc(NC(=O)C3CCCCC3)cc2C(=O)N([C@@H](C)CO)C[C@H]1C,-2.0
CCn1c(SCC(=O)c2ccc3c(c2)OCCO3)nnc1C(C)C,-2.4
COc1ccc(S(=O)(=O)N2CCOCC2)cc1NC(=O)c1cc(C)oc1C,-0.9
COc1ccc(CNC(=O)COC(=O)c2ccc(Br)c(S(=O)(=O)N3CCOCC3)c2)cc1,-2.4
CN(C)c1cccc(C(=O)NN2C(=O)NC3(CCCCC3)C2=O)c1,-0.7
COc1ccc(N2CCN(C(CNS(=O)(=O)c3ccc(C)cc3)c3ccccc3)CC2)cc1 (configuration not stated),-2.0
CC1CCCC(C)N1C(=O)COC(=O)/C=C/c1ccco1 (configuration not stated),0.0
O=S(=O)(c1cccc(-c2n[nH]c(=S)n2-c2cccc(C(F)(F)F)c2)c1)N1CCOCC1,-0.8
Cn1ccnc1SCC(=O)NCC(=O)Nc1ccc(F)c(F)c1F,-1.4
Cc1cc(C(=O)COC(=O)Cc2ccc(Cl)cc2)c(C)n1C,0.9
CCCCN1C(Nc2ccccc2)=NC[C@@H]1Cc1ccccc1,0.4
Cc1noc(C)c1NC(=O)Nc1cccc2c1O[C@H](CN(C)S(=O)(=O)c1cn(C)cn1)[C@@H](C)CN([C@H](C)CO)C2=O,-1.5
CN(C)C(CNC(=O)C1CCCN(C(=O)c2ccc(Cl)cc2)C1)c1ccco1 (configuration not stated),0.3
O=C(O)COc1ccc(/C=N/n2cnc3scc(-c4cccs4)c3c2=O)cc1,1.0
Cc1ccc(C(=O)Nc2ccn(C)n2)cc1,-0.5
O=C(OCc1c(-c2ccccc2)ncc2ccccc12)c1cccc(Br)c1,-2.3
O=C(Nc1ccc(Cl)cc1)Nc1ccc(Cl)c(Cl)c1,-0.8
COC(=O)c1c(-c2ccc(OC)cc2)sc2ccc(OC)cc12,-1.1

# 14 of the compounds above, with tabs.
mol	STK33 kinase inh
CCn1c(SCC(=O)c2ccc3c(c2)OCCO3)nnc1C(C)C	-2.4
COc1ccc(S(=O)(=O)N2CCOCC2)cc1NC(=O)c1cc(C)oc1C	-0.9
COc1ccc(CNC(=O)COC(=O)c2ccc(Br)c(S(=O)(=O)N3CCOCC3)c2)cc1	-2.4
CN(C)c1cccc(C(=O)NN2C(=O)NC3(CCCCC3)C2=O)c1	-0.7
COc1ccc(N2CCN(C(CNS(=O)(=O)c3ccc(C)cc3)c3ccccc3)CC2)cc1 (configuration not stated)	-2.0
CC1CCCC(C)N1C(=O)COC(=O)/C=C/c1ccco1 (configuration not stated)	0.0
O=S(=O)(c1cccc(-c2n[nH]c(=S)n2-c2cccc(C(F)(F)F)c2)c1)N1CCOCC1	-0.8
Cn1ccnc1SCC(=O)NCC(=O)Nc1ccc(F)c(F)c1F	-1.4
Cc1cc(C(=O)COC(=O)Cc2ccc(Cl)cc2)c(C)n1C	0.9
CCCCN1C(Nc2ccccc2)=NC[C@@H]1Cc1ccccc1	0.4
Cc1noc(C)c1NC(=O)Nc1cccc2c1O[C@H](CN(C)S(=O)(=O)c1cn(C)cn1)[C@@H](C)CN([C@H](C)CO)C2=O	-1.5
CN(C)C(CNC(=O)C1CCCN(C(=O)c2ccc(Cl)cc2)C1)c1ccco1 (configuration not stated)	0.3
O=C(O)COc1ccc(/C=N/n2cnc3scc(-c4cccs4)c3c2=O)cc1	1.0
Cc1ccc(C(=O)Nc2ccn(C)n2)cc1	-0.5

# Continued.
SMILES,STK33 kinase inh
Cc1ccc(C)c(NC(=O)CN(C)C(C)C(=O)N2CCCC2)c1 (configuration not stated),-1.2
O=C(COC(=O)c1ccc[nH]c1=O)NCCC1=CCCCC1,-0.1
CCCCNc1nnc(SCC(=O)c2c(N)n(C3CC3)c(=O)[nH]c2=O)s1,-0.5
COc1cccc2sc3cc(C#Cc4ccccn4)ccc3c(=O)c12,0.2
Cc1ccccc1C(=O)N1CCC(C(=O)N(CC(C)C)c2c(N)n(CC(C)C)c(=O)[nH]c2=O)CC1,-0.7
COc1cc(OC)cc(-c2c(-c3cccs3)c3cc(-c4ccc(OC)nc4)ccc3n2C)c1,-2.2
COc1ccc(OC)c(/C=C/C(=O)OCC(=O)NCc2ccccc2)c1,-0.3
O=C(NCC1CCCCC1)c1ccc(F)c(S(=O)(=O)N2CCOCC2)c1,-2.3
C/C(=N\O)c1ccco1,-1.5
COc1cccc(C#Cc2c(CO)[nH]c3ccccc23)c1,-0.8
CC(C)(C)OC(=O)COc1cc(F)ccc1[N+](=O)[O-],0.3
Cc1ccc(-c2noc(Cn3cc(S(=O)(=O)N4CCCC4)ccc3=O)n2)cc1,-1.6
CCOc1ccc(OCC(=O)OCc2cc(=O)n3cc(Br)ccc3n2)cc1,-0.8
O=C(COC(=O)CCN1C(=O)C2CC=CCC2C1=O)Nc1ccc([N+](=O)[O-])cc1 (configuration not stated),-0.1
O=[N+]([O-])c1cccc(C=Nc2cc3c(cc2Br)OCCO3)c1,-1.3
CO[C@@H]1[C@@H](OC(N)=O)[C@@H](O)C(Oc2ccc3c(O)c(NC(=O)c4ccc(O)c(CC=C(C)C)c4)c(=O)oc3c2C)OC1(C)C (some centres not stated),-1.2
COc1ccccc1NC(=O)c1ccc(NC(=O)c2ccc(=O)[nH]c2)cc1,-1.7
CC(C)CC[C@@H](O)[C@](C)(O)C1CC[C@@]2(O)C3=CC(=O)[C@@H]4C[C@@H](O)[C@@H](O)C[C@]4(C)C3CC[C@]12C (some centres not stated),-0.2
CCOc1ccc(NC(=O)CN2C(=O)NC(CCc3ccccc3)C2=O)cc1OCC (configuration not stated),-0.4
CCC1(c2ccccc2)NC(=O)N(CC(=O)N2CCc3ccccc32)C1=O (configuration not stated),-0.5
CCOC(=O)c1ccc(S(=O)(=O)N2CCC(C(=O)NCC3CCCCC3)CC2)cc1,-0.4
CCCCN(CC)C(=O)C1CCC(=O)N(c2ccc(OC)cc2)C1c1ccc(OC)c(OC)c1 (configuration not stated),-3.4
CC(NCC(=O)Nc1ccccc1C(=O)NC1CC1)c1ccccc1Cl (configuration not stated),-1.7
O=C(NCc1cccc(OC(F)(F)F)c1)c1cccc2c1C(=O)c1ccc(-c3ccc(F)cc3OCc3ccccc3)cc1S2(=O)=O,-0.9
O=C(COC(=O)/C=C/c1cccc(F)c1)NC1CCCCCC1,1.0
Cc1ccc(C)c(S(=O)(=O)N2CCC(c3nc4c(nnn4Cc4ccc(F)cc4)c(=O)[nH]3)CC2)c1,-1.8
Cc1ccc(CONS(=O)(=O)c2cc(C)ccc2C)cc1,0.3
Cc1ccc(C2=N/C(=C\c3ccc(F)cc3)C(=O)N2)cc1,-0.6
Nc1cc(Cl)ccc1C(=O)OCC(=O)NCc1cccs1,-0.1
COc1cccc(CNC(=O)Cn2nc(-c3ccc(Cl)cc3)ccc2=O)c1,0.2
Cc1cc(C)c(C)c(S(=O)(=O)Nc2ccc3cn[nH]c3c2)c1C,-1.3
c1cncc(CNc2ncnc3ccc(-c4ccc5c(c4)OCO5)cc23)c1,2.4
O=C(COC(=O)CCC(=O)c1ccc(F)cc1)Nc1ccc(Cl)cn1,0.7
COc1ccc(Nc2cc(C)nc(N3CCOCC3)n2)cc1,-1.9
CSc1ncccc1C(=O)OCC(=O)N1CCN(C(=O)c2ccco2)CC1,0.6
CN1CCN(c2ccc(S(=O)(=O)N3CCOCC3)cc2NC(=O)Cc2ccccc2F)CC1,0.1
O=C(CN1CCN(C(=O)CNC(=O)c2ccc3c(c2)OCO3)CC1)Nc1cccc(F)c1,-1.9
CC(C)Nc1nnc(SC(C)C(=O)Nc2ccc(N3CCOCC3)cc2)s1 (configuration not stated),1.1
Cc1cccc(NC(=O)CNC(=O)C(NC(=O)Cc2ccccc2)C(C)C)c1C (configuration not stated),-0.6
COc1ccc(CCNC(=O)C2=CC=CN3CCS(=O)(=O)N=C23)cc1,1.9
CCSc1nnc(NC(=O)CCNC(=O)c2ccccc2Cl)s1,-0.1
O=C1COc2ccc(C(=O)CSc3ccc(Br)cc3)cc2N1,0.5
Cc1cc(C)c(Nc2cc(S(=O)(=O)O)c(N)c3c2C(=O)c2ccccc2C3=O)c(C)c1,13
CN(C)c1ccc(C(=O)NCC(c2cccs2)N2CCOCC2)cc1 (configuration not stated),1.0
O=C(CCCOc1ccccc1)NNC(=O)c1ccc(Cl)cc1,-1.7
CCN(CC(=O)NCc1cccs1)C(=O)CCCOc1ccc(C(C)(C)C)cc1,-1.0
Cc1nn(CC(=O)Nc2ccc3c(c2)OCCO3)c(C)c1[N+](=O)[O-],2.6
Cc1cc(C)n2nc(SCC(=O)N(CCC#N)c3ccccc3F)nc2n1,-0.5
O=C1C2C(c3ccccc3)C=CC(c3ccccc3)C2C(=O)N1CCCO (configuration not stated),-1.2
Cc1nc(N/C(N)=N/S(=O)(=O)c2ccccc2)nc2ccccc12,0.3
CC(C)(C)C1CCC(CN2C(Nc3ccccc3)=NC[C@@H]2Cc2ccccc2)CC1 (some centres not stated),3.6
COc1ccc(CC(=O)OCC(=O)NCc2ccc3c(c2)OCO3)cc1OC,0.8
CCCCN1C(=N)N([C@@H](C)CN2CCC[C@H]2CN2C(N)=NC[C@@H]2Cc2ccccc2)C[C@H]1[C@H](C)CC,0.3
Cc1c(C(=O)NNC(=O)c2ccncc2)oc2ccccc12,1.7
Cc1c(Cl)cccc1NC(=S)Nc1ccc(S(=O)(=O)Nc2ncccn2)cc1,-0.4
N#Cc1cccc(NC(=O)COC(=O)c2cc(S(=O)(=O)Nc3ccccc3Cl)ccc2O)c1,-0.2
COc1ccc([C@H]2CC(=O)C=C(c3cccc(C(F)(F)F)c3)C2)cc1,-0.4
CCC(C)Nc1ccc(NC(C)CC)cc1 (configuration not stated),1.4
Cc1cccc(OCCNC(=O)c2ccc(Cl)c(S(=O)(=O)NCc3cccnc3)c2)c1,-2.9
O=C(Nc1cc(Cl)ccc1N1CCOCC1)c1ccncc1,2.6

# Continued:
SMILES,STK33 kinase inh
COc1cc(/C=C/C(=O)Nc2ccc(OC)c(S(=O)(=O)N3CCOCC3)c2)ccc1OC(F)F,-1.4
CCCc1ccc(S(=O)(=O)N2CCN(C(C)C(=O)NCc3ccc(OC)cc3)CC2)cc1 (configuration not stated),-1.5
Cc1ccc2c(c1)[C@H]1[C@H](CO2)[C@H](c2ccccc2)[C@]2(C)C(=O)NCC(=O)N12,-1.4
O=C(NC1CCCCCC1)c1cccc(S(=O)(=O)N2CCOCC2)c1,-0.2
C=C(Br)CN1[C@@H](Cc2ccccc2)[C@H](O)[C@@]23C=C[C@@H](C[C@@H]2S1(=O)=O)O3,-0.3
CO[C@H]1/C=C/O[C@@]2(C)Oc3c(C)c(O)c4c(O)c(c(C=NN5CCN(C)CC5)c(O)c4c3C2=O)NC(=O)/C(C)=C\C=C\[C@H](C)[C@H](O)[C@@H](C)[C@@H](O)[C@@H](C)[C@H](OC(C)=O)[C@@H]1C,0.1
COc1ccccc1CNC(=O)COC(=O)c1ccc(S(=O)(=O)N2CCCCC2)cc1,-1.2
O=C(/C=C/Nc1cccc(C(F)(F)F)c1)C(F)(F)F,1.3
CCOC(=O)c1cccc(NC(=O)c2ccc(-n3cnnn3)cc2)c1,-1.5
COCCn1c(SCC(=O)Nc2ccc3[nH]c(=O)[nH]c3c2)nc2ccccc21,1.2
Cc1ccccc1CN1CCN(C(=O)c2ccc(S(=O)(=O)NCc3ccco3)cc2)CC1,-0.8
Clc1ccc(N2CCN(Cc3c[nH]c4ncccc34)CC2)cc1,0.8
CCN(CC)c1ccc(/C=N/N2CC(=O)NC2=S)cc1,-0.9
COc1cccc(C(=O)NOCc2ccc(C)cc2)c1OC,0.0
O=C(CC1C[C@H](C(=O)N2CCCCC2)[C@@]2(CCc3ccccc3)c3[nH]c4ccccc4c3CCN2C1=O)NCCCn1ccnc1 (some centres not stated),-0.7
Cc1ccc(S(=O)(=O)Nc2cccc3c2O[C@H](CN(C)Cc2ccc(-c4ccccc4)cc2)[C@@H](C)CN([C@H](C)CO)C3=O)cc1,-0.8
CCCCn1c(N)c(N(C)C(=O)c2ccc(-n3cccn3)cc2)c(=O)[nH]c1=O,-0.3
C[C@@H](C(=O)OCC(=O)c1ccc(F)c(F)c1)N1C(=O)C2CCCCC2C1=O (some centres not stated),0.3
NS(=O)(=O)c1cccc(NC(=O)COC(=O)CCC2CCCC2)c1,-1.0
O=C(COc1ccc(-n2cnnn2)cc1)Nc1ccc(F)c(F)c1,-1.8
CC(Oc1ccc(F)cc1)C(=O)Nc1ccccc1C(=O)N1CCCCC1 (configuration not stated),-0.7
CCN1C(=O)CC(c2ccccc2)N(C2CCCC2)c2nc(Nc3ccc(C(=O)NC4CCN(C)CC4)cc3OC)ncc21 (configuration not stated),47*
O=C(c1cccc(S(=O)(=O)N2CCOCC2)c1)N(Cc1ccco1)Cc1cccs1,-1.0
COc1ccc(NC(=O)c2ccc(S(=O)(=O)N3CCCC3)cc2)cc1OC,-0.7
CCOc1ccc(NC(=O)COC(=O)c2ccc(S(=O)(=O)N3CCOCC3)cc2)cc1,-0.8
Cc1c(N2C(=O)SC(CC(=O)O)C2=O)c(=O)n(-c2ccccc2)n1C (configuration not stated),-2.0
C=CCC[C@H](Cc1ccc(F)cc1)C(=O)OC[C@@H](Cc1c[nH]c2ccccc12)NC(=O)[C@H](CC=C)CC(=O)N(CCO)Cc1ccccc1,1.2
